Assay outcomes from PubChem.
Rin1-Abl PPI inh: inhibitors of Rin1-Abl protein binding, primary screen, biochemical, TR-FRET; Tyrosine-protein kinase ABL1 (Homo sapiens) + Ras and Rab interactor 1 (Homo sapiens), …; inhibition, % at 7.35 µM; actives 0.4% (n = 360,000); in the data active = inhibition above about 5%, passing the limit was not always enough
CSN inh: inhibitors of CSN-mediated cullin deneddylation, primary screen, biochemical, fluorescence polarization, uHTS; AID 651999, 2013; COP9 signalosome complex subunit 5 (Homo sapiens), Q92905; actives 0.38% (n = 360,000); inhibition, % at 12.5 µM; Purified CSN, SCF-Nedd8-OG deneddylation;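 active = pattern-corrected inhibition above about 35%, with an unprinted fluorescence ratio check between 0.5 and 1.5, limit read from the data, passing the limit was not always enough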;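 note: 0% = enzyme with substrate and 100% = substrate without enzyme; some results filed as inactive read as strong as hits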
Target sequence (Q92905 whole entry, looked up, one chain of several): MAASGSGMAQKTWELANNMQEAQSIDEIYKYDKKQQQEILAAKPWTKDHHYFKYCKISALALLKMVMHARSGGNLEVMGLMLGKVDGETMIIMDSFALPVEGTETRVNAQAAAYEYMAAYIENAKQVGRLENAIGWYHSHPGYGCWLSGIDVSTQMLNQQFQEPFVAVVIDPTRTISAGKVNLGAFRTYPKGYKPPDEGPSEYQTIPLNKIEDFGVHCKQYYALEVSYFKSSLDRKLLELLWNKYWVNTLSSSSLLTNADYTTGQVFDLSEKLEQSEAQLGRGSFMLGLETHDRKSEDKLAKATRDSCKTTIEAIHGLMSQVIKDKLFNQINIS
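Assay system: HEK293T-derived human Csn5 enzyme; quantity: 0.24 nM enzyme; medium: Tris/NaCl/DTT buffer, pH 7.5; also added: substrate SCFSkp2-Nedd8OG, 10 nM; doses: 12.5 µM compound; schedule: 90 min reaction at room temperature; signal: FP; read-out: % inhibition of substrate cleavage by Csn5; benchmarks: substrate-only high control, full reaction low control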
FAS-TE inh: FAS thioesterase domain inhibitors, primary screen, biochemical, fluorescence intensity, uHTS | recombinant FAS-TE, OMFH fluorogenic substrate, fluorescence endpoint | Fatty acid synthase (Homo sapiens), P49327 | inhibition, % at 15 µM | actives 0.67% (n = 360,000);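 active = compounds whose normalised, plate-corrected inhibition of enzyme fluorescence in the single-dose primary screen is 50% or more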;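 note: 0% = DMSO with enzyme and 100% = substrate without enzyme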
Neddyl block: inhibitors of cullin neddylation, primary screen, biochemical, TR-FRET, uHTS, NAE and Ubc12; NEDD8-conjugating enzyme Ubc12 (Homo sapiens) + NEDD8-activating enzyme E1 regulatory …; calls only at 25 µM; actives 0.58% (n = 360,000); AID 651699, 2012; in the data active = inhibition above about 36%
MLLE-PAM2 inh: inhibitors of PABP1 MLLE–PAM2 peptide binding, primary screen, biochemical, fluorescence polarization, FITC-PAM2, GST-MLLE; inhibition, % at 20 µM; actives 0.36% (n = 360,000); in the data active = inhibition above about 35%, passing the limit was not always enough;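 note: plate controls were DMSO wells with GST-MLLE for no effect and wells lacking GST-MLLE protein for full effect; some results filed as inactive read as strong as hits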
Target sequence (P11940 whole entry, looked up): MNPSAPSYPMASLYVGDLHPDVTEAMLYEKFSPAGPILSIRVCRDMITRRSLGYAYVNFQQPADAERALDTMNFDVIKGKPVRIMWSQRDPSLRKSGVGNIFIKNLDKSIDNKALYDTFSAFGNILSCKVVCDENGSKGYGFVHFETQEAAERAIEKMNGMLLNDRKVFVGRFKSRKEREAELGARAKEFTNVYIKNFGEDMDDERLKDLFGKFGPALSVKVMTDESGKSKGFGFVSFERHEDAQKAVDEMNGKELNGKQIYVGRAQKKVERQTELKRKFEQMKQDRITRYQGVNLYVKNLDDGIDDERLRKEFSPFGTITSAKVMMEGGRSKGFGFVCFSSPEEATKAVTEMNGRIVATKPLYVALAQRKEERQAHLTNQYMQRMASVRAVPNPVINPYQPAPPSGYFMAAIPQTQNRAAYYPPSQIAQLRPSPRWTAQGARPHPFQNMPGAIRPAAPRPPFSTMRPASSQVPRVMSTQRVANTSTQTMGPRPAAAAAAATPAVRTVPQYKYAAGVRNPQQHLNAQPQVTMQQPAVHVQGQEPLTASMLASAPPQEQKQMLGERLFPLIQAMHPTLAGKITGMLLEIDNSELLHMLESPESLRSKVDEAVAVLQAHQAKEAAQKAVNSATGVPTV
MsrA inhibitor: bovine MsrA enzyme inhibitors, primary screen, biochemical, absorbance, HTS; purified bovine MsrA, absorbance read-out; inhibition, % at 15.5 µM; actives 0.75% (n = 360,000); AID 651718, 2012; Methionine sulfoxide reductase A (Bos taurus); in the data active = inhibition above about 4.5%;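 note: 0% = vehicle wells with enzyme and 100% = reference inhibitor wells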
E coli Lon inh: inhibitors of E. coli Lon protease, primary screen, biochemical, fluorescence polarization; P0A9M0; purified E. coli Lon protease; inhibition, % at 7.94 µM; actives 0.42% (n = 360,000); in the data active = inhibition above about 13%, passing the limit was not always enough;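 note: 0% = enzyme with probe and DMSO and 100% = no enzyme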
TbMetRS inhib: T. brucei MetRS inhibitors, primary screen, biochemical, luminescence; purified T. brucei MetRS, ATP depletion, Kinase-Glo luminescence; inhibition, % at 11.9 µM; actives 0.4% (n = 360,000);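 active = inhibition above a per-plate cutoff of the control wells' mean inhibition plus 3 SD, cut at about 5.5% in these data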;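 note: 0% = DMSO wells median and 100% = median of wells with control inhibitor compound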
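Measured by: Kinase-Glo luciferase luminescence reporting remaining unconsumed ATP. Material: purified T. brucei MetRS enzyme. Doses: 11.9 µM compound single dose, 0.9% DMSO. Medium: HEPES buffer containing pyrophosphatase, BSA, spermine, DTT. Times: 15 min preincubation, 2 h reaction, all 25 °C. Reagent: methionine, ATP and bulk E. coli tRNA.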
MsrA act: bovine MsrA enzyme activators, primary screen, biochemical, absorbance, HTS | Methionine sulfoxide reductase A (Bos taurus) | AID 602163, 2012 | actives 0.3% (n = 360,000) | purified bovine MsrA, absorbance read-out | activation, % at 10.6 µM; in the data active = activation above about 7.5%;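 note: 0% = vehicle and 100% = reference activator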
Numbers without * were called inactive; i = inactive; x = not tested or not shown; + = active, no number. Random draw from the library; 4% or so of the library scored in one or more.

SMILES	MsrA act	CSN inh	TbMetRS inhib	MsrA inhibitor	FAS-TE inh	Neddyl block	Rin1-Abl PPI inh	MLLE-PAM2 inh	E coli Lon inh
Cc1cc([N+](=O)[O-])c(=O)[nH]c1C	-5	2	0.2	1.4	-6	i	2	1	21
O=C(/C=C/[C@H]1O[C@@H](n2ccc(=O)[nH]c2=O)[C@H](O)[C@@H]1O)NCc1ccccc1	-6	-3	-0.8	0.6	-5	i	0	5	-13
O=C(CNC(=O)c1cccs1)OCc1ccc(Br)cc1	-5	1	0.2	0.9	5	i	2	1	-2
Cc1ccc([N+](=O)[O-])c2cccnc12	1	1	-0.1	0.9	8	i	2	-9	-9
Cn1nnc2c[n+](CC(=O)c3ccc4ccccc4c3)cc(Br)c21	-1	3	-0.6	-0.5	-1	i	-5	-12	5
C/C(=N\NC(=O)c1ccc(CSc2nncn2C)cc1)c1cccs1	-3	1	0.0	1.5	-7	i	2	11	2
Cc1ccc(CNC(=O)CCNS(=O)(=O)c2cccc3nonc23)cc1	-2	1	0.0	-0.8	-2	i	5	11	-4
COc1ccc(CCNC(=O)CCn2c(=O)c3cccn3c3ccc(F)cc32)c(OC)c1OC	5	3	-0.3	0.1	3	i	-2	-5	-2
O=C(CCC1CCCN(C(=O)CCC(F)(F)F)C1)NCc1ccc(F)c(F)c1 (centres undefined)	0	-2	-0.2	1.4	0	i	1	-2	-4
Cc1cc(Cl)c(S(=O)(=O)N2CCCCCC2)cc1OCC(N)=O	-2	0	-0.4	0.2	4	i	0	-13	7
COc1nc(Cl)cn(-c2ccc(C)cc2)c1=O	2	0	0.3	-0.3	-10	i	0	20	-5
Cc1cc(C)n2nc(SCc3nnc(SCc4ccccc4Cl)s3)nc2n1	-11	-3	-1.8	-0.1	15	i	0	-1	-3
COc1ccc(CC(=O)OCC(=O)N2N=C(c3ccccc3)CC2c2ccc(OC)cc2)cc1 (centres undefined)	-2	-1	-0.7	0.9	20	i	-2	1	-3
COc1ccc(OC)c(S(=O)(=O)n2cnc3cc(C)c(C)cc32)c1	-11	-3	-1.2	-0.2	14	i	4	-1	12
Cc1cc(OC(C)C(=O)NCCN2CCOCC2)c2c(C)c(C)c(=O)oc2c1 (centres undefined)	-7	4	-1.1	3.4	-2	x	-2	13	5
CC(=O)c1ccc(OCc2cc(C(=O)NCCn3nc(C)cc3C)no2)cc1	-1	-2	0.9	-0.8	-1	i	4	12	-10
CC(=C/C(=O)O)/C=C/c1ccc([N+](=O)[O-])cc1	-4	-3	0.9	3.8	-9	i	-1	-4	1
COc1ccc(CN2CCC(=O)N([C@H](CO)CC(C)C)CC2)cc1OC	-1	5	-0.3	-0.9	-10	i	0	-2	3
O=C(CSc1ccccc1)Nc1ccc2sccc2c1	4	4	-0.3	-0.8	10	i	0	-7	-1
COCCN(CC(=O)Nc1cccc(C)c1C)C(=O)c1ccc(S(=O)(=O)N2CCOCC2)cc1	-4	-4	-0.1	0.9	-9	i	4	-12	-6
CCCCNC(=S)NNC(=O)c1csc(C(C)C)c1	0	5	0.0	-0.2	-1	i	-1	-16	1
NC(N)=NS(=O)(=O)c1ccc(NC(=S)NC(=O)c2ccc(Br)cc2)cc1	-1	2	2.8	0.5	2	i	-2	34	-6
O=C(CSc1ccc([N+](=O)[O-])cc1)OCC(=O)N1CCCC1=O	-14	2	-0.6	0.6	-3	i	0	12	-1
COc1ccc(NC(=O)C[C@H]2C(=O)N(CCc3ccccc3)C[C@@H]2Cc2ccccc2)cc1	-4	-1	-0.2	2.9	10	i	-1	-10	-2
C=CCN1C(=O)C(Cc2ccc(OC)cc2)S/C1=N\N=C\c1cccs1 (centres undefined)	4	6	-0.1	0.2	12	i	-1	14	9
CCOc1ccc(NC(=O)c2cccnc2Cl)c([N+](=O)[O-])c1	2	0	-0.2	0.3	-8	i	1	-13	5
Cc1cc(=O)oc2cc(OC(C)C(=O)NC3CCN(Cc4ccccc4)CC3)ccc12 (centres undefined)	-2	5	-0.4	0.5	0	i	0	-6	-6
Cc1ccc(S(=O)(=O)N2CCOCC2)cc1NC(=O)COC(=O)c1ccc(Br)o1	0	3	-0.1	0.8	-5	i	4	14	-11
COc1ccc(CNC(=O)CN(C)S(=O)(=O)c2ccc(Br)s2)cc1	-2	2	-0.3	-0.1	-2	i	2	-1	1
O=C(NC(=S)NNC(=O)c1ccco1)c1ccccc1	-1	-2	-0.4	1.9	-5	i	1	12	1
CCCCNC(=O)C1c2ccccc2OCC(=O)N1Cc1ccco1 (centres undefined)	-8	-5	-0.6	1.3	-13	i	x	x	3
O=C(C[n+]1ccccc1)Nc1ccccc1Br	-4	-3	-1.2	0.2	-3	i	1	-4	9
CCOC(=O)C1(CCc2ccccc2)CCN(C2Cc3ccccc3C2)CC1	-2	-8	0.2	0.2	3	i	1	8	10
Nn1c(SCc2ccc(Br)cc2)nnc1-c1ccncc1	-2	6	0.2	1.0	-6	i	1	0	-8
CCCN(CCC)CCNS(=O)(=O)c1ccc2c(c1)CCN2C(=O)C1CCC1	-1	7	-0.7	0.8	-2	i	0	6	0
c1nc(CCO[C@H]2CCCCO2)cc2cc3c(cc12)OCO3	-1	0	-0.3	3.3	2	i	0	10	-1
Cc1nn2c(-n3ccnc3C)c3c(nc2c1-c1ccccc1)CCC3	-3	0	-0.4	0.3	-3	i	-1	13	-2
Cc1cccc(C(C)C)c1NC(=O)c1ccc(CN(c2ccccc2)S(=O)(=O)c2ccccc2)cc1	-6	-19	-0.7	0.6	-3	i	-5	-2	-2
COc1cccc(Nc2ccc(C(=O)O)cc2N)c1	-2	7	0.2	3.4	-4	+	-2	8	-12
Cc1ccc(O)c(C(=O)c2cc(C#N)c(=O)n(C(C)c3ccccc3)c2)c1 (centres undefined)	-4	1	-0.2	0.9	28	i	0	5	-5
CCN(c1ccccc1)S(=O)(=O)c1cccc(C(=O)NCCN2CCOCC2)c1	-4	1	0.0	-0.1	-4	i	6	3	1
COc1ccc(CCN2CC(C(=O)OCC(=O)Nc3c(C)nn(-c4ccccc4)c3C)CC2=O)cc1OC (centres undefined)	-1	1	-0.2	0.4	-5	i	4	-1	-11
CN(C)S(=O)(=O)c1cccc(C(=O)Nc2ccccc2N2CCCCC2)c1	-3	3	-0.3	-0.5	28	i	3	-5	-5
Cc1onc(-c2ccccc2Cl)c1C(=O)Nc1nn[nH]n1	-7	-1	-0.9	-0.8	-6	i	-1	2	-8
Cc1cc(C)c2nc(NC(=O)c3ccco3)sc2c1	-1	5	0.3	1.1	8	x	-3	5	-2
CC(NC(=O)COC(=O)CSCc1ccccc1)c1ccccc1 (centres undefined)	-3	-4	0.1	-0.9	-2	i	-3	1	-1
Cn1c(=O)[nH]c2c(nc(-c3ccc(Cl)cc3)n2C)c1=O	0	-5	2.1	0.9	-4	x	2	12	8
COC(=O)C(NS(=O)(=O)c1ccc(N2CCCC2=O)cc1)c1ccccc1 (centres undefined)	-3	-2	0.3	0.5	-3	i	0	-3	-3
CCCCn1nc(C(=O)NCC(=O)Nc2c(C)cccc2C)c2ccccc2c1=O	-2	2	-0.5	-0.3	1	i	-4	-7	10
O=C(Nc1cccc(-c2nc3ncccc3o2)c1)c1ccco1	-1	-1	0.0	0.6	2	i	-2	0	-9
CCOC(=O)C1=C(CSc2nc3c(cc2C#N)CN(C)CC3)OC(N)=C(C#N)C1c1ccncc1 (centres undefined)	-3	-26	0.9	1.8	-7	i	-5	100	35*
O=C(O)/C=C/C(=O)Nc1ccc(NC(=O)c2ccccc2)c(Cl)c1	-13	-11	-1.3	-0.2	-3	i	-1	-4	2
CCN(CC)CCCn1c(=S)[nH]c2cc(C(=O)OC)ccc2c1=O	-2	2	0.0	0.3	-4	x	-3	-12	-5
O=C(Cc1cn2ccsc2n1)NCCc1ccc(F)cc1	2	4	0.5	0.3	-7	i	-3	4	-6
O=C1ON=C(c2ccccc2)/C1=C/c1ccc(OS(=O)(=O)c2ccccc2)cc1	-9	-1	-0.7	0.5	17	i	3	22	9
CCOc1nc(C)cc(C)c1S(=O)(=O)c1cccc(Cl)c1	0	-3	-1.0	0.7	22	i	0	-2	-10
O=C([C@H]1O[C@@H](n2ccc(=O)[nH]c2=O)[C@H](O)[C@@H]1O)N1CCN(c2ccc(Cl)cn2)CC1	-3	0	-0.6	0.2	-5	i	2	-15	-10
COc1ccccc1C(=O)NC(=S)Nc1ccc(S(=O)(=O)N2CCN(C)CC2)cc1	-10	-6	-1.5	1.6	15	i	1	32	-3
CC1CCN(CC(=O)Nc2ccccc2C(=O)c2ccccc2)CC1	-2	-1	-0.8	-0.9	9	i	0	21	-9
O=c1nc(SCc2ccccc2Cl)nc(-c2ccc(Cl)cc2)[nH]1	-2	0	0.7	-1.1	4	i	-1	0	10
CC(NC(=O)c1c(Cl)cnn1C)C1CCCO1 (centres undefined)	-1	1	0.0	0.1	-5	i	-2	-3	-8
CCOc1ccc(NC(=O)COc2ccc(S(=O)(=O)N3CCOCC3)cc2)cc1	-2	2	0.1	-1.3	1	i	6	-7	-6
